OX1R antag-1: OX1R (HCRTR1) antagonists, primary screen, fluorescence, CHO/OX1R cells, Fluo-8 calcium, orexin A. Fluo-8 calcium fluorescence. inhibition, % at 5 µM. 330,000 tested, 0.43% active. AID 434989, 2010;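 active = inhibition above its plate's threshold, mean inhibition of all tested compounds on the plate plus 3 SD, cut at about 37% in these data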;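 note: 0% = orexin A challenge wells and 100% = SB-334867-A antagonist wells; not every result past the cut was called active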
Target sequence (O43613 whole entry, looked up): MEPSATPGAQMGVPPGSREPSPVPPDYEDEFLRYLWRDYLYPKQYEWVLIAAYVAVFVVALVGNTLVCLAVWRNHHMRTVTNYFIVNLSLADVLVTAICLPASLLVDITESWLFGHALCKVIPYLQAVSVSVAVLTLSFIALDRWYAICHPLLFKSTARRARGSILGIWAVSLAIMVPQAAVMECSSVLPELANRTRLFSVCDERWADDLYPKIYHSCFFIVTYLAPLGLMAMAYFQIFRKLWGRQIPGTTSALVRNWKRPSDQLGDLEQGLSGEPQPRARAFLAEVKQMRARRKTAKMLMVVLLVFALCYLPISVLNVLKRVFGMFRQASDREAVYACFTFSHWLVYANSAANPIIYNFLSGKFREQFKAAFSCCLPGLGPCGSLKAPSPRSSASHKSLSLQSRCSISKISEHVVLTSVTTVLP
OX1R antag-2: antagonists of human orexin 1 receptor (OX1R) | Orexin/Hypocretin receptor type 1 (Homo sapiens), O43613 | OX1R-expressing cells, FRET antagonist read-out | inhibition, % at 6.6 µM | 330,000 tested, 1.8% active | AID 485270, 2010; in the data active = inhibition mostly above about 38%, no sharp cut-off; inactive = mostly below about 40%;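 note: 0% = agonist challenge alone and 100% = reference antagonist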
Active calls of the source: *.

SMILES | OX1R antag-1 | OX1R antag-2
O=S(=O)(NCC1CCCO1)c1cc(Cl)ccc1Cl (stereo unspecified) | -4 | 0
C=CCOc1c(Cl)cc(CNCCC)cc1Cl | -23 | 10
CN(Cc1ccco1)C(=O)CN1C(=O)NC2(CCCCC2)C1=O | 8 | 1
CN(C)Cc1ccc(O)c(CCc2ccccc2)n1 | -9 | 18
C=CCOc1ccccc1CNCCc1ccc(S(N)(=O)=O)cc1 | -19 | 2
O=C(NCCc1c[nH]c2ccccc12)c1ccc(Br)o1 | 8 | 4
Cc1ccc(-c2cn3cccnc3n2)cc1NC(=O)c1ccc(Br)o1 | -13 | 16
CCC(C)C(NC(=O)OC(C)(C)C)C(=O)NC(CC(C)C)C(N)=O (stereo unspecified) | -11 | 30
COc1ccc(CCC(=O)Nc2sccc2C#N)cc1 | -16 | 14
COc1ccc(C(=O)N/N=C(\c2ccccc2)c2ccccn2)cc1 | 4 | 32
CCOC(=O)c1c(C)[nH]c(C(=O)OC(C)C(=O)Nc2ccccc2OC)c1C (stereo unspecified) | -16 | 37
CC(=O)c1c(C)[nH]c(C(=O)OCC(=O)Nc2ccccc2Cl)c1C | -27 | 11
C/C=C/C=[N+](\[O-])C(C)/C(=N/O)c1ccc(F)cc1 (stereo unspecified) | -5 | 12
Cc1cc(NC(=O)c2ccc(NC(=O)CC(C)C)cc2)no1 | -10 | 19
CCOC(=O)c1sc(N/N=C/c2ccccc2)nc1C | -5 | 20
O=c1cc(-c2ccccc2Cl)oc2c(Br)ccc(O)c12 | -16 | 30
COc1cccc(C(=O)NNC(=O)Cc2ccc(Cl)cc2)c1 | -10 | 13
Cc1ccccc1C(=O)c1c[nH]c(C(=O)NCCCn2ccnc2)c1 | -16 | 14
O=S(=O)(NCC(c1ccco1)N1CCN(c2ccc(F)cc2)CC1)c1ccc(F)cc1 (stereo unspecified) | -33 | 8
COCCn1c(N)c(N(Cc2ccccc2)C(=O)c2cc3ccccc3o2)c(=O)[nH]c1=O | -17 | -2
O=C(C1CC1)N1N=C(c2ccncc2)CC1(O)C(F)(F)F (stereo unspecified) | 0 | 17
O=C(C1CCN(S(=O)(=O)N2CCOCC2)CC1)N1CCN(c2ccccc2F)CC1 | -12 | 11
COc1cccc(C2N(c3ccc(Cl)c(Cl)c3)C(=O)C3CCCN32)c1OC (stereo unspecified) | -22 | 11
COC(=O)/C(=C1/Oc2cc(C)oc(=O)c2S1)C(F)(F)F | 3 | 0
Cc1ccsc1CN1CCC(C(=O)NCc2ccccc2Cl)CC1 | -36 | -1
CC(C)Oc1ccc(CCC(=O)NNC(=O)CCC(=O)O)cc1 | 6 | -2
CCOC(=O)c1cc(CC)sc1NC(=O)c1ccc(N2CCOCC2)c([N+](=O)[O-])c1 | -105 | 12
O=C(Cn1cc([N+](=O)[O-])cn1)N1CCc2ccccc2C1 | -1 | 13
COc1ccccc1OCCn1cc(C(=O)C(C)C)c2ccccc21 | -39 | 15
CC(C(=O)NC1CCS(=O)(=O)C1)N1C(=O)/C(=C/c2ccc(Cl)cc2)SC1=S (stereo unspecified) | -26 | 9

In a second layout: results already given
compound	OX1R antag-1	OX1R antag-2
CCOC(=O)c1cc(CC)sc1NC(=O)c1ccc(N2CCOCC2)c([N+](=O)[O-])c1	-105	12
O=C(Cn1cc([N+](=O)[O-])cn1)N1CCc2ccccc2C1	-1	13

Additional results
SMILES | OX1R antag-1 | OX1R antag-2
Cc1cc(-c2nn(-c3ccccc3F)cc2CN2CCCC(O)C2)c(C)s1 (stereo unspecified) | -18 | 2
COc1ccc(/C=N/NC(=O)c2ccncc2)cc1CSc1nc2ccccc2s1 | -5 | 23
CCOc1ccc(Oc2ccc(Cl)cc2NC(=O)C2=COCCO2)cc1 | -3 | -2
O=C(NCc1ccco1)/C(=C/c1ccco1)NC(=O)c1ccccc1 | -17 | 20
CCOc1ccc(OCC)c(S(=O)(=O)n2cnc(C)c2)c1 | -8 | 2
COc1ccc(CCNC(=O)CN(c2ccccc2OC)S(C)(=O)=O)cc1OC | -7 | 7
Cc1c(C(=O)N2CCN(c3ccccn3)CC2)oc2ccccc12 | -12 | 13
COc1ccc(C2C(C(N)=O)=C(C)Nc3nc(-c4ccccc4)nn32)cc1OC (stereo unspecified) | -9 | 6
O=C(CN1C(=O)C2C3CC(C(Br)C3Br)C2C1=O)N1CCN(Cc2ccccc2)CC1 (stereo unspecified) | -11 | 10
CCN(Cc1ccccc1)C(=O)Cn1c(=O)n(CCC(=O)N2CCCCC2)c(=O)c2sccc21 | -35 | 12
NC(=O)CSc1nccn1Cc1ccccc1 | -16 | 3
CCOc1ccc(N(CC(=O)NC2CC3CCC2C3)S(=O)(=O)c2ccc(C)cc2)cc1 (stereo unspecified) | -42 | 6
CN1CCN(S(=O)(=O)c2ccc(NC(=O)Cc3cccs3)cc2)CC1 | 12 | 8
Cc1cccc(Cn2c(N3CCN(C)CC3)nc3c2c(=O)n(C)c(=O)n3C)c1 | -22 | -7
COc1cc(NC(=O)c2cc3nc(C4CC4)cc(C(F)(F)F)n3n2)c(OC)cc1Cl | -18 | 5

Sorted by value in OX1R antag-2 (smallest number first): 3 from the list above
| smiles | OX1R antag-1 | OX1R antag-2 |
| --- | --- | --- |
| COCCn1c(N)c(N(Cc2ccccc2)C(=O)c2cc3ccccc3o2)c(=O)[nH]c1=O | -17 | -2 |
| Cc1cc(-c2nn(-c3ccccc3F)cc2CN2CCCC(O)C2)c(C)s1 (stereo unspecified) | -18 | 2 |
| COc1ccc(CCC(=O)Nc2sccc2C#N)cc1 | -16 | 14 |

Next section.
SMILES | OX1R antag-1 | OX1R antag-2
CC(C)COP(=O)(c1ccc(N(C)C)cc1)C(O)c1ccccc1F (stereo unspecified) | -8 | 20
CCCn1c(NC(=O)C2COc3ccccc3O2)nc2ccccc21 (stereo unspecified) | -18 | 21
CCOC(=O)[C@@H]1[C@H]2COc3ccccc3[C@@H]2N2C(=O)N(c3ccc(C(F)(F)F)cc3)C(=O)[C@]12C | -33 | 10
COc1ccc2nc(-c3ccc(Cl)cc3)cc(C(=O)O)c2c1 | 2 | 14
O=C1Nc2ccc(Br)cc2C1=C1CCCCC1 | -1 | 3
O=C(NCCN1CCOCC1)c1cccc(NS(=O)(=O)c2ccc(Br)cc2)c1 | -21 | 9
CCCn1nc(C(=O)Nc2nc(-c3ccccn3)cs2)c2ccccc2c1=O | -11 | 10
CC1CCCCC1NC(=O)C(C)N1C(=O)c2ccccc2C1=O (stereo unspecified) | -13 | -1
Cc1ccccc1N=C/C=C1/C=C(c2ccccc2)OC(C)(C)O1 | -18 | 9
CC(C(=O)NCCN1CCOCC1)(c1ccccc1)c1ccccc1 | -4 | 10
COc1cccc(NC(=O)c2sc(Cl)nc2C)c1 | -13 | -6
Clc1ccc2c(N/N=C/c3ccccc3Br)ccnc2c1 | -13 | -2
Cc1nccn1CC(O)COc1ccc(Cl)cc1Cl (stereo unspecified) | 2 | 13
COCC(C)NC(=O)c1ccc2nc(-c3ccccc3)c(-c3ccccc3)nc2c1 (stereo unspecified) | -28 | 8
CC(C)C[C@@H]1NC(=O)[C@H](Cc2ccc(O)cc2)NC(=O)[C@H](CCC(N)=O)NC(=O)c2cc([N+](=O)[O-])cc(I)c2NCC[C@@H](C(N)=O)NC1=O | -10 | 11
CN(C)C1=NCCN1CCC1CCCCC1 | -10 | 19
O=C(NCc1nnnn1-c1ccc(Cl)cc1)c1ccc(Br)o1 | -15 | 0
C=CC(=O)NN(C)c1ncc(C(F)(F)F)cc1Cl | -13 | -1
COc1ccccc1-c1cc(C(=O)NC2CCCC2)no1 | -15 | 10
CC(=O)c1ccc(NC(=O)C(C)OC(=O)c2ccc(Br)o2)cc1 (stereo unspecified) | -15 | 6
COc1ccc(CCNC(=O)CN2C(=O)NC(C)(c3ccc([N+](=O)[O-])cc3)C2=O)cc1 (stereo unspecified) | -10 | 4
Cc1cc(C)c2[nH]c(=O)c(CN(Cc3ccccc3)C(=S)NCCCN(C)C)cc2c1 | -16 | 2
N#CC(c1ccc(O)cc1)N1CCCCC1 (stereo unspecified) | 9 | 5
O=C1C2(c3ccccc3)CN(CCCO)CC1(c1ccccc1)CN(CCCO)C2 | -17 | 9
CS(=O)(=O)Nc1ccc(-c2n[nH]c(=S)n2-c2ccccc2)cc1 | -10 | 7
O=C(O)Cn1c2ccccc2c2ccccc21 | -15 | 13
COc1ccc(Cn2c(CO)cnc2SCC(=O)Nc2cc(C)on2)cc1 | -4 | 0
Cc1cc(C)nc(NC(=O)c2c(C(=O)O)noc2C)n1 | -1 | 8
Cc1ccc(CNC(=O)CN2C(=O)COc3ccc(S(=O)(=O)N4CCCCC4)cc32)o1 | -39 | 6
O=C(NOCc1ccccc1)c1ccc(Cl)cc1 | -1 | -1
COc1ccc(OC)c(S(=O)(=O)N2CCN(C)CC2c2ccccc2)c1 (stereo unspecified) | -11 | 2
CN(C)S(=O)(=O)c1ccc(Cl)c(NC(=O)COC(=O)[C@@H]2CCCN2C(=O)c2cccs2)c1 | -23 | 11
CCCCCC(=O)Nc1cccc(C2=NOC3(C2)C[C@H](C(N)=O)N(C(=O)[C@H]2CCC(=O)N2)C3)c1 (stereo partly specified) | -8 | 17
COC(CNC(=O)c1ccc2nc(-c3cccs3)c(-c3cccs3)nc2c1)OC | 1 | 84*
CCOc1ccc(C(=O)NC2CC3CCCC(C2)N3Cc2ccccc2)cc1 (stereo unspecified) | -40 | -1
CC(NC(=O)COc1ccccc1)C1COc2ccccc2O1 (stereo unspecified) | 6 | 16
Cc1cc(NC(=O)CSc2nc3c(C)ccc(C)c3cc2C#N)no1 | -21 | 11
CCCC(=O)Nc1ccc2c(c1)nc(CN1CCN(C(=O)OCC)CC1)n2C | -11 | -2
COc1ccc(-c2noc(CCC(=O)N3CCN(c4cccc(Cl)c4)CC3)n2)cc1 | -17 | 7
Cc1cc(C)n2nc(CNS(=O)(=O)c3ccc(CC(C)C)cc3)nc2n1 | -19 | 9
O=C(COC(=O)c1ccco1)c1ccc(F)cc1 | -11 | 17
CCOCCn1c(CN2CCc3ccccc3C2)nc2c1c(=O)n(C)c(=O)n2C | -21 | 5
CCOCCCNc1ncnc2c1[nH]c1ccccc12 | -3 | 34
COc1ccc(-c2oc(NC(=O)CSc3nncn3C)c(C#N)c2-c2ccc(OC)cc2)cc1 | -26 | 20
Cc1ccccc1NC(=O)/C=C1\SC(=O)NC1=O | -13 | 29
Cc1ccc(NC(=O)CSc2n[nH]c(-c3ccncc3)n2)cc1 | -7 | 5
CC(=O)N1CCN(c2ccccc2NC(=O)c2cc3ccccc3o2)CC1 | -32 | 17
Cc1ccc(/C=C(\CCC(=O)O)c2nc3ccccc3s2)cc1[N+](=O)[O-] | -6 | 27
COc1cccc(NC(=O)CN(C)C(=O)c2ccc(-c3ccccc3Cl)o2)c1 | -34 | 21
CN(C)C=NC(=O)c1cc(C(=O)c2ccc(F)cc2)c[nH]1 | 2 | 10
CCCCc1nc(C(N)=O)c2[nH]c(=O)n(-c3ccccc3F)c2n1 | -3 | 30
Cc1cccc(C)c1NC(=O)CSc1n[nH]c(=O)n1C1CC1 | -5 | -2
Cc1cc(C)cc(NC(=O)CSc2ncc(S(=O)(=O)c3ccccc3)c(=O)[nH]2)c1 | 0 | 8
CC(=O)COc1ccc2c(-c3cccc([N+](=O)[O-])c3)cc(=O)oc2c1 | -9 | 10
COC(=O)C1CCN(Cc2cc(=O)oc3cc(C)c(Cl)cc23)CC1 | -27 | 5
CCC(CC)c1nnc(NC(=O)Cc2ccccc2[N+](=O)[O-])s1 | -8 | 4
CC(C)CSc1nc(N2CCOCC2)c2c(c1C#N)CC(C)(C)SC2 | -9 | 39
Cc1ccccc1NC(=S)N(CCCN1CCOCC1)Cc1ccccn1 | -17 | 24
COc1ccc(C)cc1N(C(=O)COc1cccc(F)c1)c1nc2ccccc2s1 | -9 | 20
COc1cccc(NC(=O)CN2C(=O)CSc3ccc(S(=O)(=O)N4CCOCC4)cc32)c1 | -13 | 11

Structures shown so far containing bromine:
SMILES | OX1R antag-1 | OX1R antag-2
O=C(NCCc1c[nH]c2ccccc12)c1ccc(Br)o1 | 8 | 4
Cc1ccc(-c2cn3cccnc3n2)cc1NC(=O)c1ccc(Br)o1 | -13 | 16
O=c1cc(-c2ccccc2Cl)oc2c(Br)ccc(O)c12 | -16 | 30
O=C(CN1C(=O)C2C3CC(C(Br)C3Br)C2C1=O)N1CCN(Cc2ccccc2)CC1 (stereo unspecified) | -11 | 10
O=C1Nc2ccc(Br)cc2C1=C1CCCCC1 | -1 | 3
O=C(NCCN1CCOCC1)c1cccc(NS(=O)(=O)c2ccc(Br)cc2)c1 | -21 | 9
Clc1ccc2c(N/N=C/c3ccccc3Br)ccnc2c1 | -13 | -2
O=C(NCc1nnnn1-c1ccc(Cl)cc1)c1ccc(Br)o1 | -15 | 0
CC(=O)c1ccc(NC(=O)C(C)OC(=O)c2ccc(Br)o2)cc1 (stereo unspecified) | -15 | 6

Going on with the list:
SMILES | OX1R antag-1 | OX1R antag-2
Cc1cc(NC(=O)CSc2nnc(CNC(=O)c3ccccc3)o2)no1 | -6 | 19
CCOC(=O)C1CCCN(CC(=O)Nc2nccs2)C1 (stereo unspecified) | -10 | 16
CCOC(=O)c1cnc(SC)nc1Nc1cccc(F)c1 | -9 | 12
Cc1c(Cl)cccc1NC(=O)[C@@]1(CC(=O)O)CC(/C=C/c2ccccc2)=NO1 | -7 | 6
Nc1ccc(C(=O)N/N=C/c2ccc(N3CCOCC3)s2)cc1 | -8 | 25
CCN(CC)S(=O)(=O)c1cccc(NC(=O)/C=C/c2cccc([N+](=O)[O-])c2)c1 | 22 | 19
Cc1cccc(NC(=O)c2cccc3c2C(=O)c2ccccc2-3)c1 | -29 | 14
O=C(CSC1=Nc2ccccc2C2=NC(CC(=O)NC3CCCCC3)C(=O)N12)NCc1ccco1 (stereo unspecified) | -16 | 4
Cn1cnnc1SCc1nc(N)nc(Nc2ccccc2)n1 | -13 | 14

Screening data: PubChem BioAssay, The Scripps Research Institute Molecular Screening Center
